Screens: PubChem BioAssay, The Scripps Research Institute Molecular Screening Center
DDE Tn6 FP inh – inhibitors of Tn6 peptide binding to fibrin DD(E), primary screen, biochemical, fluorescence polarization, human fibrin, Tn6 probe; Fibrin DD(E) TRITC-Tn6 fluorescence polarization displacement; Fibrinogen beta chain (Homo sapiens), P02675; 370,000 compounds, 0.21% hits; inhibition, % at 8.3 µM;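 active = inhibition above a per-campaign cutoff: mean of compounds within control limits plus 3 SD, cut at about 15% in these data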;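 note: 0% = median of all compound wells on the plate and 100% = blocking peptide control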
Target sequence (P02675 whole entry, looked up): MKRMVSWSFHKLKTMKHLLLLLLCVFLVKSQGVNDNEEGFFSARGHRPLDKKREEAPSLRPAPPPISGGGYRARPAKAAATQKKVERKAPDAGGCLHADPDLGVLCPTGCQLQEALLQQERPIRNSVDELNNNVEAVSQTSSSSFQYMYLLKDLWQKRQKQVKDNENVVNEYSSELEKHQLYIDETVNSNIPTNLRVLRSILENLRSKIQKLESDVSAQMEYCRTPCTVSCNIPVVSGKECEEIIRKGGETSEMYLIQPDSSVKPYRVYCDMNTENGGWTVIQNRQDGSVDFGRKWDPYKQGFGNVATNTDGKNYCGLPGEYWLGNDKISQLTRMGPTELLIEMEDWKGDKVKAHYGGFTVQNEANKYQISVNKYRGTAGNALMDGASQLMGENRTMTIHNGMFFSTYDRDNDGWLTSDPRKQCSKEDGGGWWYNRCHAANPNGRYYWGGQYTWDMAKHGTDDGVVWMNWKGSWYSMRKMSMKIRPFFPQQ
UHRF1 MBD2 ctr – UHRF1 methylated DNA binding inhibitors, primary screen, counter-screen for MBD2 inhibitor project, biochemical, TR-FRET, human UHRF1, single concentration; E3 ubiquitin-protein ligase UHRF1 (Homo sapiens), Q96T88; UHRF1 binding to methylated oligo; inhibition, % at 4.4 µM; 370,000 compounds, 0.75% hits; in the data active = inhibition above about 21%;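 note: UHRF1 SRA domain binding a hemimethylated CpG hairpin DNA probe; 0% = median of test compound wells and 100% = reference inhibitor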
KLK7 zymogen act – proKLK7 zymogen activators, primary screen, biochemical, fluorescence intensity; Kallikrein-7 (Homo sapiens), P49862; activation, % at 7 µM; purified proKLK7, EDANS-DABCYL substrate fluorescence; 100% is mature enzyme control, 0% vehicle; 370,000 compounds, 0.9% hits;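 active = activation above the mean of all tested compounds plus 3 SD, computed per campaign excluding outliers beyond control limits, cut at about 13% in these data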
Target sequence (P49862 whole entry, looked up): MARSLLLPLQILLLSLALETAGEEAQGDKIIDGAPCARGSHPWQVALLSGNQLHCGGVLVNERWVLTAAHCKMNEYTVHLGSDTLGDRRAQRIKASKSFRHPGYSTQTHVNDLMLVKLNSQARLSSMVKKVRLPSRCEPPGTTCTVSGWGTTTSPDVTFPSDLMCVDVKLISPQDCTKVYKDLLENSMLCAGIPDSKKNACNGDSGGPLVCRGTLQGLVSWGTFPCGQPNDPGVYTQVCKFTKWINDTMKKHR
TCR-CD3 inh – inhibitors of human TCR-CD3 interaction, primary screen, biochemical, fluorescence, TAMRA-labeled TCR probe. T-cell receptor (TCR). inhibition, % at 9.4 µM. 360,000 compounds, 0.37% hits. AID 651800, 2012; in the data active = inhibition above about 19%;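 note: recombinant mutant TCR 2C K166C tagged with TAMRA read by polarization; 0% = receptor in buffer alone and 100% = receptor with positive control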
MBD2 inh – inhibitors of MBD2 binding to methylated DNA, primary screen, biochemical, TR-FRET, DNA-binding domain, human; Methyl-CpG-binding domain protein 2 (Homo sapiens), Q9UBB5; MBD2 binding to methylated oligonucleotide; inhibition, % at 4.4 µM; 370,000 compounds, 0.31% hits; in the data active = inhibition above about 13%
TDP2 inh – human TDP2 enzyme inhibitors, primary screen, biochemical, epi absorbance, recombinant enzyme | Tyrosyl-DNA phosphodiesterase 2 (Homo sapiens), O95551 | T5PNP hydrolysis, p-nitrophenol absorbance 415 nm | inhibition, % at 12.8 µM | 370,000 compounds, 0.34% hits;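 active = inhibition above the mean of all tested compounds plus 3 SD, set per campaign, cut at about 25% in these data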;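 note: 0% = DMSO with enzyme and 100% = buffer with substrate but no TDP2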
Target sequence (O95551 whole entry, looked up): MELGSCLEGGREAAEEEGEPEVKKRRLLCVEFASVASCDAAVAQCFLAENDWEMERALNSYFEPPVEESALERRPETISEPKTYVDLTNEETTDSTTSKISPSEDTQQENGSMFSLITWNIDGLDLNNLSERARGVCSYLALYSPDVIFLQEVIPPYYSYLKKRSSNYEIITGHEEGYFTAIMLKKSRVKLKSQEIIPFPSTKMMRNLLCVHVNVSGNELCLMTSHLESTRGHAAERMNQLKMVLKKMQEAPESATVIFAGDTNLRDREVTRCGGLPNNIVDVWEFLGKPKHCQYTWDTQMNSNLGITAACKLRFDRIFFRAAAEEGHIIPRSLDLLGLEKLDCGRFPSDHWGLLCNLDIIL
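Test system: human TDP2 enzyme; Input: 120 nM TDP2 per well; Buffer or medium: Mg2+-containing Tris-HCl buffer, pH 7.5; Reagent: 5 mM T5PNP; Dosing: 12.8 µM single point, 1% DMSO; Incubation: reaction 2 h, 37 °C; Detection: p-Nitrophenol epi absorbance; Read-out: % inhibition relative to enzyme-containing and enzyme-free wells; Replicates: single well per compound.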
PRMT1 inh – PRMT1 methyltransferase inhibitors, primary screen, biochemical, fluorescence polarization; Protein arginine N-methyltransferase 1 (Homo sapiens), Q99873; recombinant PRMT1, activity-based probe fluorescence polarization; inhibition, % at 2.79 µM; 370,000 compounds, 1.3% hits;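 active = inhibition above about 21% made by adding two undisclosed values, limit read from the data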
SIAE primary – human SIAE inhibitors, primary screen, biochemical, fluorescence polarization, FP-Rh probe, 1536-well HTS. Sialate O-acetylesterase (Homo sapiens), Q9HAT2. SIAE FP-Rh probe binding. inhibition, % at 9.66 µM. 370,000 compounds, 0.69% hits. AID 1053197, 2014;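 active = inhibition above a cutoff: mean of compounds within the control limits plus 3 SD of those, cut at about 17% in these data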;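 note: 0% = plate median of compound wells and 100% = probe without SIAE protein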
DDE Tn7 FP inh – inhibitors of Tn7 peptide binding to fibrin DD(E), primary screen, biochemical, fluorescence polarization, human fibrin, Tn7 probe | FP displacement of FITC-Tn7 peptide from fibrin DD(E); 0% = median of compound wells per plate | Fibrinogen beta chain (Homo sapiens), P02675 | 370,000 compounds, 0.13% hits | inhibition, % at 8.3 µM;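 active = inhibition above the mean of compounds falling within the control limits plus 3 SD of them, cut at about 14% in these data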;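 note: 0% = plate median of compound wells and 100% = 10 µM Aha-Tn7 peptide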
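system = human fibrin DD(E) protein | quantity = DD(E) 2 µM final | medium = Tris/NaCl/CaCl2 buffer, pH 7.8 | also added = labelled Tn7 tracer, 0.1 µM | compound dosing = single point at 8.3 µM | timing = compound with protein 10 min, then 3 h after probe, room temperature | signal = FP measurement | benchmarks = Aha-Tn7 high control | repeats = one replicate per compound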
LEDGF integ inh – blockers of LEDGF/p75-dependent integrase strand transfer – biochemical, TR-FRET, high throughput, primary screen; HIV-1 integrase (with human LEDGF/p75); TR-FRET IN-LEDGF/p75 DNA integration, Eu/Cy5; inhibition, % at 3.7 µM; 370,000 compounds, 0.64% hits; AID 743269, 2014;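 active = inhibition above the screen-wide mean plus 3 SD, cut at about 13% in these data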;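 note: signal is the Cy5 over europium emission ratio at 671 and 618 nm; 0% = plate median of compound wells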
An asterisk follows results filed as active.

structure,DDE Tn6 FP inh,UHRF1 MBD2 ctr,KLK7 zymogen act,TCR-CD3 inh,MBD2 inh,TDP2 inh,PRMT1 inh,SIAE primary,DDE Tn7 FP inh,LEDGF integ inh
Cc1ccc(NS(=O)(=O)c2ccc(N/N=C/c3ccncc3)c([N+](=O)[O-])c2)c(C)c1,-1,-2,0.0,8,-3,8,0,-5,0,-3
CSc1cc(-c2ccc(Cl)cc2)[nH]c(=O)c1C#N,1,-2,-0.3,0,2,3,0,-3,-3,-1
N#CC1=C(N)Oc2cc(O)c(Cl)cc2C1c1cccnc1 (configuration not stated),-9,-10,3.9,0,-6,5,-6,6,-2,3
c1ccc(OCc2cc(-c3ccccc3)no2)cc1,6,-1,-0.1,-6,2,-10,1,-3,-4,-8
CC1CN(CCOCCOc2ccccc2-c2ccccc2)CC(C)O1 (configuration not stated),4,2,0.6,-1,1,15,-2,12,-3,1
O=C(CCC1CCCN(C(=O)Cc2ccc(F)cc2)C1)N1CCN(c2ccccn2)CC1 (configuration not stated),-3,1,0.4,0,1,15,0,-3,-7,-3
CC1CCCN(c2nc3nonc3nc2N2CCCC(C)C2)C1 (configuration not stated),-2,1,-0.6,-9,-4,-3,-2,3,3,5
O=C(COC(=O)c1cc2ccccc2cc1O)c1ccccc1,6,-1,0.1,-1,-2,8,1,3,0,4
Cc1cc(Oc2ccccc2)nc(NCc2ccccc2)n1,-1,0,-0.7,0,2,-1,-2,2,5,2
CCOC(=O)[C@H]1[C@H]2COc3ccc(C)cc3[C@@H]2N2C(=O)c3cc(F)c(F)cc3NC(=O)[C@@]12C,2,1,0.4,2,6,7,1,-5,-1,-1

(cont.)
structure,DDE Tn6 FP inh,UHRF1 MBD2 ctr,KLK7 zymogen act,TCR-CD3 inh,MBD2 inh,TDP2 inh,PRMT1 inh,SIAE primary,DDE Tn7 FP inh,LEDGF integ inh
CN(C(=O)c1ccoc1)c1ccc2ccccc2c1,-3,1,0.3,1,4,7,-3,4,3,1
CC(=O)c1ccc(OCCCC(=O)Nc2nnc(C3CC3)s2)cc1,-2,-2,0.0,-1,-2,0,-2,1,-3,-5
CCC(C)NS(=O)(=O)c1ccc(N)cc1 (configuration not stated),-3,0,0.2,2,-5,0,0,-1,-4,4
Clc1ccc(Oc2nc(Oc3ccc(Cl)cc3)nc(N3CCOCC3)n2)cc1,-6,0,0.3,3,2,-5,-2,2,-2,-1
CCN1C(=O)C2CCCCN2c2ccc(C(=O)NCCOC)cc21 (configuration not stated),-6,4,0.6,-2,7,-9,11,-3,0,1
C=CCN1C(=O)C(Cc2cccc(C)c2)SC1=Nc1ccc(C(=O)O)cc1 (configuration not stated),-10,3,0.1,3,3,-12,-3,-4,-6,7
Cc1noc(C)c1C(=O)OCC(=O)NCCc1ccc(Cl)cc1,-5,16,0.3,-4,3,4,-3,-4,-6,1
O=C(NCCCN1CCCC1=O)c1cccc(S(=O)(=O)N2CCN(c3ccc(F)cc3)CC2)c1,6,2,-0.2,-3,2,-12,1,-2,0,1
CC(=O)c1cccc(CN2CCCC(CCC(=O)NCc3ccccc3F)C2)c1 (configuration not stated),-1,1,-0.3,4,-2,5,2,3,0,-2
O=C(COC(=O)c1cc(Br)ccc1O)Nc1cccnc1Cl,-4,2,11,-8,8,-13,9,-3,5,-3

The list goes on.
structure,DDE Tn6 FP inh,UHRF1 MBD2 ctr,KLK7 zymogen act,TCR-CD3 inh,MBD2 inh,TDP2 inh,PRMT1 inh,SIAE primary,DDE Tn7 FP inh,LEDGF integ inh
CC1(C(=O)OCC(=O)Nc2ccccc2)CC1(Cl)Cl (configuration not stated),11,0,0.0,-2,-1,1,0,-6,4,1
O=C(COc1ccccc1Cl)c1ccc2c(c1)CCCC2,-4,-2,-0.2,8,1,-3,0,-3,-4,2
Cc1cn([C@H]2C[C@H](O)[C@@H](CNCc3cnc(N4CCOCC4)nc3)O2)c(=O)[nH]c1=O,-5,-2,-0.1,0,0,7,-2,4,2,0
O=C(Nc1nccs1)c1ccccc1Br,-2,0,0.3,-1,3,7,0,-3,-1,-1
COCCn1nnnc1C(c1cccc(C(F)(F)F)c1)N1CCOCC1 (configuration not stated),6,-4,-0.6,-3,0,3,2,-3,7,-1
CCN1/C(=C/c2cc[n+](CCCS(=O)(=O)[O-])c3ccccc23)Sc2ccccc21,-6,-17,0.1,2,-4,-9,-3,-4,-24,-1
CCc1cccc(NC(=O)COC(=O)c2cc([N+](=O)[O-])ccc2N2CCOCC2)c1,-1,-3,0.6,0,1,-3,4,-2,10,-2
O=C1c2ccccc2C(=O)N1C/C=C/c1ccccc1,3,-1,0.0,2,0,6,0,2,1,-1
COc1ccc(C(=O)Nc2nc3cc4c(cc3s2)OCO4)c(OC)c1,4,1,-134,-8,3,-5,5,-4,0,-3
CCN(C(=O)CSc1nc2ccccc2n1CC(C)C)c1c(N)n(Cc2ccccc2)c(=O)[nH]c1=O,-6,-2,0.4,-2,2,-14,1,-3,-5,3

(listing goes on)
structure,DDE Tn6 FP inh,UHRF1 MBD2 ctr,KLK7 zymogen act,TCR-CD3 inh,MBD2 inh,TDP2 inh,PRMT1 inh,SIAE primary,DDE Tn7 FP inh,LEDGF integ inh
OCCC1CN(Cc2cccc3nccnc23)CCN1Cc1ccc(F)cc1 (configuration not stated),-6,-2,0.2,-5,2,-2,5,-4,2,-4
CCCCN1CC[C@H]2C=CC[C@@H](C(=O)Nc3ccccc3)[C@H]2C1=O,-4,-2,0.2,4,3,4,-2,2,-1,5
CCC(c1nnnn1Cc1ccccc1)N1CCN(c2ccccc2)CC1 (configuration not stated),-10,3,-0.5,2,-1,-10,-3,-9,2,1
O=C(O)c1ccccc1-c1ccccc1C(=O)NCCCO,1,-1,0.3,4,-1,4,-2,7,5,-4
CCCCNC(=S)Nc1ccc2nc(N3CCN(CC)CC3)cc(C)c2c1,4,0,2.2,0,-1,0,-5,6,9,-1
CCc1cccc(CC)c1N(COC)C(=O)Cn1cnc2ccccc21,0,1,0.3,1,4,-5,-5,1,-8,2
COc1ccc(Cc2nnc(SCC(=O)NC3CCCC3)o2)cc1,0,45*,-0.3,6,1,7,0,5,7,1
O=C(Nc1ccc(F)cc1)c1cccc2ccccc12,-1,0,-0.5,-3,0,11,6,-5,4,-4
COc1ccc(OC)c(N2C(=O)C(Cl)=C(N3CCCCC3)C2=O)c1,1,-7,0.5,1,-4,6,7,10,-1,4
C=CCCC(=O)Nc1ccc(Br)cn1,0,9,-0.6,-2,5,-1,0,-10,5,-1

(further entries)
structure,DDE Tn6 FP inh,UHRF1 MBD2 ctr,KLK7 zymogen act,TCR-CD3 inh,MBD2 inh,TDP2 inh,PRMT1 inh,SIAE primary,DDE Tn7 FP inh,LEDGF integ inh
Cc1cc(O)ccc1NC(=O)Cc1cccc2ccccc12,1,1,1.0,-4,3,-11,1,0,-6,-9
C#CCOCCOCCOCCNc1nc(N2CCN(C(=O)[C@H]([C@@H](C)CC)n3cc([C@@H](N)CC(C)C)nn3)CC2)nc(N2CCN(C(=O)[C@H]([C@@H](C)CC)n3cc([C@@H](N)CC(C)C)nn3)CC2)n1,4,0,0.7,-5,1,-3,-2,11,2,-1
Nc1[nH]c(C(=O)c2ccccc2)c(-c2ccccc2C(F)(F)F)c1C(=O)c1c[nH]c2ccccc12,6,-3,-0.8,7,-3,-4,-6,-6,-3,2
N#CC1(NC(=O)CSc2n[nH]c(-c3ccccc3)n2)CCCCC1,-4,-1,-0.8,10,1,9,1,7,4,1
O=C(Nc1ccc2c(c1)CCCN2C(=O)c1cccs1)c1cccc(F)c1,6,-2,0.1,-5,1,22,2,-1,0,-3
O=C(NNc1ccccc1)C(=O)N1CCCCC1,8,1,-0.4,4,2,-7,2,2,-4,2
Nc1ccc(Oc2ccccc2-c2ccccc2)cc1,6,-1,0.5,-3,0,7,-2,2,-2,1
CC(C)c1nc(SCC(=O)N2CCN(c3ccccc3)CC2)c2c(=O)n(C)c(=O)n(C)c2n1,-3,2,0.2,-4,-3,1,4,-2,-2,1
CCN(Cc1cc(OC)c(OC)c(OC)c1)C(=S)Nc1cccc(SC)c1,2,-1,-0.2,1,4,6,-1,4,1,-2
COc1ccccc1CNS(=O)(=O)c1cccc2nsnc12,-1,2,-0.1,1,0,-9,-1,-2,-1,-9

(listing goes on)
structure,DDE Tn6 FP inh,UHRF1 MBD2 ctr,KLK7 zymogen act,TCR-CD3 inh,MBD2 inh,TDP2 inh,PRMT1 inh,SIAE primary,DDE Tn7 FP inh,LEDGF integ inh
Nc1ccc(S(=O)(=O)Nc2ccnn2-c2ccccc2)cc1,5,0,-0.4,3,1,2,-7,1,3,1
NC(=O)COC(=O)CC12CC3CC(CC(C3)C1)C2,3,1,0.2,3,2,11,-2,4,6,0
CC1CCN(C(=O)COC(=O)/C=C/c2ccc([N+](=O)[O-])cc2)CC1,-13,-1,0.5,-1,4,-7,1,8,-4,-1
CC(C)(C)NNC(=S)Nc1cccc(F)c1,1,1,0.3,-2,-7,12,-3,6,6,0
CC1(C(=O)O)Sc2[nH]c(=O)sc2C2c3ccccc3OC(=O)C21 (configuration not stated),-4,-2,-0.6,8,-4,5,8,2,-6,0
CC(=O)c1ccc(N2CCN(C(=O)C3CCCN(S(=O)(=O)c4c(C)[nH]c(=O)[nH]c4=O)C3)CC2)cc1 (configuration not stated),-3,2,0.7,-4,1,0,-1,1,1,-4
O=C1C(Cc2cccc([N+](=O)[O-])c2)SC(=Nc2ccccc2)N1c1ccccc1 (configuration not stated),5,1,-0.2,6,-7,6,-2,-4,4,-1
CCOC(=O)c1c(CN2CCN(CC#N)CC2)n(C)c2cc(Br)c(OC)cc12,11,1,0.4,7,-2,-10,-2,-1,-3,-3
CC(OC(=O)c1ccc(-n2cnnn2)cc1)C(=O)Nc1ccccc1[N+](=O)[O-] (configuration not stated),0,0,0.4,0,-2,0,0,2,-5,5
COc1cc(NC(=O)c2ccc(C(=O)c3ccccc3)cc2)cc(OC)c1OC,0,2,0.5,9,-6,2,-1,6,4,1
CC1Cc2ccccc2N1C(=O)COC(=O)Cn1nnc(-c2ccccc2)n1 (configuration not stated),9,-1,0.8,6,1,11,2,-3,9,-2
